D3 antag: antagonists of human D3 dopamine receptor | P35462 | D3R cells, DiscoveRx beta-arrestin luminescence, antagonist mode; stronger effect = lower value | max response, negative = inhibition, % | actives 2.5% (n = 360,000) | AID 652054; in the data active = max response below about -50%; inconclusive = no clear call, values can overlap the other calls; note: % is set by controls: 0 for no effect and ±100 for the full control effect; mostly tested at two doses, the higher about 12 µM
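Cells expressing the human receptor were seeded at 1500 cells/well, incubated overnight at 37 degrees C in 5% CO2, then exposed to library compounds with dopamine controls for 90 minutes at 37 degrees C before luminescent detection.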
PLK1 PBD block: PLK1 (human) polo-box domain binding inhibition; P53350; Plk1 PBD binding of FITC phosphopeptide, fluorescence polarization; Potency, µM, for inactives: max response, negative = inhibition, actives largely listed as inhibitors; actives 2.8% (n = 360,000); AID 720504; note: potency is the fitted concentration of half-maximal effect; series mostly up to about 57 µM; % is set by controls: 0 for no effect and ±100 for the full control effect; nearly all actives have a fitted effect of over 65% in size
IL2 activator: activates IL-2 in a cell-based reporter assay; actives 0.065% (n = 360,000); activation, % (series mostly up to about 46 µM); IL-2 activation reporter assay, cell-based qHTS; stimulated with anti-CD3/CD4/CD28 beads; in transgenic mouse T cells; AID 652025; in the data active = activation above about 50%; inconclusive = mostly about 30% to 49%; note: 0% is about no effect
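Readout: EGFP and DsRed signals by fluorescent plate cytometry. Unstimulated transgenic mouse T cells received compound 60 min before antibody-bead stimulation, then incubated 18 h at 37 degrees C.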
GLP1R cytotox: cytotoxicity counter-screen for GLP-1 receptor inverse agonists; HEK293 cAMP-luciferase reporter cells, luminescence, 24 h; Potency, µM (top dose mostly 38.3 µM), for inactives: top-dose activity change, negative = inhibition, most hits filed as inhibitors; actives 0.13% (n = 410,000); AID 624418;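 note: loss of luciferase light is scored as toxicity; potency is the fitted concentration of half-maximal effect; % is set by controls: 0 for no effect and ±100 for the full control effect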
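1536-well qHTS counterscreen of the MLSMR; 200 cells/uL, 12 h pre-incubation, 23 nL cpd, 24 h at 37 deg C 5% CO2, luciferase detection reagent, 12 min RT, luminescence. Inhibition = undesired.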
GLP1R inv ag: acts as inverse agonist at human GLP-1 receptor | P43220 | HEK293 GLP-1R CRE-luciferase, luminescence, 24 h; GLP-1R form is constitutively active | Potency, µM (doses to about 38.3 µM), without a hit: top-dose activity change, negative = inhibition, hits mostly inhibitors | actives 1.6% (n = 410,000); note: potency is the fitted concentration of half-maximal effect; % is set by controls: 0 for no effect and ±100 for the full control effect; nearly all actives have a fitted effect of over 55% in size
Target sequence (P43220 whole entry, looked up): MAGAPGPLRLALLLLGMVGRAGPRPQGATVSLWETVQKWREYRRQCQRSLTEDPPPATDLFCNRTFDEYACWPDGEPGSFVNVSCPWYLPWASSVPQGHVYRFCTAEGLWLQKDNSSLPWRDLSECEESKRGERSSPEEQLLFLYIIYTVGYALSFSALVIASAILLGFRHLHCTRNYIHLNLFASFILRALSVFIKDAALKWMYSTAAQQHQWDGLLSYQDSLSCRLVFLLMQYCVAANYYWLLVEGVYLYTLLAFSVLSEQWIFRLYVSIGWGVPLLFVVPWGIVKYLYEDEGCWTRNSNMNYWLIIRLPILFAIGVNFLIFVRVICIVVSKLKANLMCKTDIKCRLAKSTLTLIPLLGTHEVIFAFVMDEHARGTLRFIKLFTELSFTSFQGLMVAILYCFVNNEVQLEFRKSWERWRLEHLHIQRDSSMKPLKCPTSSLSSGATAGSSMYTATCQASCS
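Inverse agonists were sought by their lowering of basal cAMP reporter luciferase output in HEK293 cells stably carrying constitutively active human GLP-1R, after 24 h compound treatment.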
PI5P4Ka inh: inhibitors of human PI5P4K alpha; PI5P4Kalpha enzyme, ADP-Glo luminescence, 60 min; stronger effect = lower value; max response, %; actives 1.2% (n = 330,000); AID 652105; active = max response of -50% or lower; inconclusive = between -30% and -50%; inactive = -30% or higher; note: value at the top dose of about 77 µM; % is set by controls: 0 for no effect and ±100 for the full control effect
Target sequence (P48426 whole entry, looked up): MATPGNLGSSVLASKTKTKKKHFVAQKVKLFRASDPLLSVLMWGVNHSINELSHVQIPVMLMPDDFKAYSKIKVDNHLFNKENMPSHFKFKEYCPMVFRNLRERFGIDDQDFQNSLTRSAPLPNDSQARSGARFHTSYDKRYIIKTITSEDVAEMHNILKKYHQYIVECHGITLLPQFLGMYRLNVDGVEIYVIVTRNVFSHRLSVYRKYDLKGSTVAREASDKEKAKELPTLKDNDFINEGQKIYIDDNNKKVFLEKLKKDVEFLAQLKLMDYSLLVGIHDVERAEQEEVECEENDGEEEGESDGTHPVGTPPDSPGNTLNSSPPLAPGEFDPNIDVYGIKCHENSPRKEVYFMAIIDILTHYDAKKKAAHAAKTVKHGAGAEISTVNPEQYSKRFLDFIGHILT
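Single end-point luminescence (ADP-Glo) quantified ADP from PI5P4Kalpha turnover; ATP 5 microM final, 1 h at RT, 0.1% CHAPS and 0.28 mM EGTA in HEPES pH 7.4.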
GLP1R ag: agonists of human GLP-1 receptor | P43220 | HEK293 GLP-1R CRE-luciferase, luminescence, 4-6 h; cells express a hypersensitive GLP-1R form | Potency, µM (titrated, usually from 45.6 µM), for inactives: top-dose activation, most hits filed as activators | actives 0.007% (n = 380,000) | AID 624172; note: potency is the fitted concentration of half-maximal effect; % of control where 0% means no effect
WRN helicase inh: blocks human WRN helicase; Q14191; WRN helicase unwinding, fluorescent forked duplex, kinetic; Potency, µM (top dose mostly 114 µM), for the others: at the highest dose activity change, negative = inhibition, usual class: inhibitors; actives 0.46% (n = 360,000); AID 651768; note: potency is the fitted concentration of half-maximal effect; % is set by controls: 0 for no effect and ±100 for the full control effect; nearly all actives have a fitted effect of over 55% in size
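Enzyme (20 nM final) and test compound sit together 15 min at room temperature before substrate addition. Substrate is a single-forked duplex oligonucleotide (100 nM) labelled with fluorophore and quencher, with 2 mM ATP; helicase unwinding raises red fluorescence, read kinetically.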
DRD3 agonist: agonists of human D3 dopamine receptor | actives 0.58% (n = 410,000) | max activation, % | P35462 | D3R DiscoveRx beta-arrestin cells, luminescence, 90 min; in the data active = max activation above about 30%; note: 0% is about no effect; mostly tested at two doses, the higher about 12 µM
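Agonist mode: compounds and dopamine controls were applied to plated cells for 90 min at 37 degrees C after an overnight attachment at 1500 cells/well. Luminescent read-out followed 30 - 60 minutes at room temperature with DiscoveRx detection reagent.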
* marks the source's active call; other numbers are inactive results; ? = inconclusive; . = not tested or not shown; & = joins results of further samples; ! = a repeat was not active; [ ] = another dose, or the depositor's remark. Unless noted, calls come from the whole dose curve; as a rule, active = well fitted curve in the direction sought with a large enough effect; inconclusive = small, poorly fitted or top-dose-only effect, or another doubt; inactive = no such curve, though single readings can be large; an effect the other way counts as inactive or inconclusive.

Fields – D3 antag | PLK1 PBD block | IL2 activator | GLP1R cytotox | GLP1R inv ag | PI5P4Ka inh | GLP1R ag | WRN helicase inh | DRD3 agonist
- CC(=O)Nc1ccc2nc(NC(=O)COc3ccccc3C)sc2c1
  4 | -10% | -0.1 | 0%[0.307 µM] | -3%[0.307 µM] | 8 | -5% | -6% | 1
- CCC1CCCCN1S(=O)(=O)c1ccc(NC(=O)C2CC(=O)N(C(C)(C)C)C2)cc1 (stereo not given)
  6 | -4% | -3.9 | 1% | 14% | -7 | 9% | 4% | 8
- CCOC(=O)c1c(NC(=O)CN2CCCc3ccccc32)sc(C)c1CC
  -13 | 7% | -3.9 | 2% | ? | 10 | -1% | -17% | -13
- CCOC(=O)[C@H]1[C@H]2COc3ccc(Cl)cc3[C@@H]2N2C(=O)CNC(=O)[C@@]12C
  0 | -9% | 1.5 | 14% | 22% | 5 | 2% | -13% | 18
- CCN1C(=O)CS/C1=N\S(=O)(=O)c1ccc(Cl)cc1
  5 | -6% | 0.2 | 6% | -4% | -10 | 1% | -5% | 2
- Cc1ccc(C(=O)c2c3ccccc3[n+]([O-])n2CCO)cc1
  1 | -5% | -4.0 | ? | 35% | 3 | -2% | 11% | -1
- O=C(CNC(=O)c1ccccc1)NCC(=O)OCC(=O)c1ccccc1
  3 | -3% | 1.5 | -1% | 2% | 0 | 4% | -19% | -8
- COc1cccc(Nc2ncccc2C(=O)Nc2ccccc2)c1
  -15 | 1% | -0.5 | 7% | ? | . | 21% | -18% | -2
- O=C(NC(C(=O)c1ccccc1)N1CCCCCC1)c1ccco1 (stereo not given)
  -9 | -6% | -2.9 | -11% | -11% | -9 | 3% | 4% | -2
- CC1CCCC(C)N1C(=O)CSc1nnnn1-c1cccc2c1CCCC2 (stereo not given)
  -13 | -15% | -2.2 | -6% | 7.9µM* | 10 | -2% | 10% | -17
- CCOc1ccc(NC(=O)C2CC(=O)OC2c2ccccc2)cc1 (stereo not given)
  9 | -4% | -0.7 | 0% | -5% | 6 | 9% | 1%[57.1 µM] | 12
- C#CCNC(=O)C[C@@H]1C[C@@]2(C(=O)OCC)CCC=C2N(Cc2ccc(Cl)cc2Cl)C1=O
  16 | -10% | 0.2 | -14% | ? | -2 | 11% | 0% | 4
- CC(C)(C)C(=O)/C=C(\N)c1ccccn1
  -5 | -16% | -0.9 | 13% | 6% | 5 | -15% | -41%[57.1 µM] | -6
- Cc1ccc([N+](=O)[O-])cc1S(=O)(=O)N1CCC(C)CC1
  -8 | 38µM* | 2.2 | 7% | 33%[activator] | -2 | 10% | -7%[57.1 µM] | -1
- Cc1ccc(CNC(=O)Cc2ccc(Br)cc2)cc1
  0 | -4% | 0.6 | -14% | -28% | 4 | 11% | -7% | 3
- CCN(CC)C(=O)c1ccc2nc3ccccc3nc2c1
  -63* | -7% | 0.3 | 3% | 0% | -6 | 4% | -10% | -2
- Cc1ccc(NC(=O)c2oc3ccccc3c2NC(=O)C23CC4CC(CC(C4)C2)C3)cc1
  . | . | . | 0% | -3% | . | 2% | . | 5
- Cc1noc(C)c1COc1ccc(C(=O)N2CC(C)CC(C)C2)cc1 (stereo not given)
  -2 | -5% | 11 | -4% | ? | 3 | 3% | -2% | -5
- CCCC(NS(=O)(=O)c1ccc(Br)cc1)C(=O)O (stereo not given)
  17 | -8% | -3.2 | -4% | -7% | 1 | 4% | 3% | -14
- Cc1cccc(NC(=O)CN2CCC(NC(=O)C3CCCCC3)CC2)c1C
  11 | -3% | -0.4 | 6% | -3% | 4 | 1% | 9% | 2
- CCOCCCNC(=O)C(c1ccccc1)N(Cc1cccs1)C(=O)c1ccccc1O (stereo not given)
  39 | -13% | -0.6 | 0% | -25% | 5 | 4% | -6% | 4
- O=C(CCn1c(=O)oc2ccc(Cl)cc21)N1CCN(Cc2ccccc2)CC1
  29 | 6% | -4.6 | 0% | ? | -7 | 8% | 3% | 0
- O=C(c1ccccc1F)N(Cc1ccc(F)cc1)C1CCS(=O)(=O)C1 (stereo not given)
  0 | -1% | -0.3 | -7% | -7% | 2 | -16% | -4% | 1
- CCc1cc2c(CN3CCN(Cc4ccccc4)CC3)cc(=O)oc2cc1O
  -5 | -16% | -0.7 | . | ? | -1 | ? | -20% | -11
- Cn1ncc2c(N3CCN(c4ccccc4F)CC3)ncnc21
  29 | -3% | -3.3 | -4%&-11% | 3%&10% | . | 24% | 0% | 30*!
- O=C(c1cc(-c2ccccc2O)on1)N1CCCCCC1
  -13 | 5% | -1.6 | -16% | -27% | 0 | 11% | -8% | 6
- COc1ccccc1N(CC(=O)Nc1ccc(Cc2ccncc2)cc1)S(=O)(=O)c1ccccc1
  14 | -1% | -3.1 | -13% | -27% | -5 | 18% | -2% | 8
- Cc1ccc(NC(=O)OCC(F)(F)C(F)F)cc1NC(=O)OCC(F)(F)C(F)F
  13 | 1% | -0.5 | -28% | ? | . | 3% | -6% | 4
- Cc1c(NC(=O)c2c(O)c3ccccc3n(C)c2=O)c(=O)n(-c2ccccc2)n1C
  -3 | -14% | 0.3 | 0% | 15% | -3 | 10% | -5% | -4
- CSc1nnc(C)c(/C=C/NOCc2ccc(Cl)cc2)n1
  5 | -6% | 0.4 | 0% | -4% | 10 | 1% | 5% | 0

Full records as entered above.
Entry for CCc1cc2c(CN3CCN(Cc4ccccc4)CC3)cc(=O)oc2cc1O : D3 antag = -5; PLK1 PBD block = -16%; IL2 activator = -0.7; GLP1R cytotox = .; GLP1R inv ag = ?; PI5P4Ka inh = -1; GLP1R ag = ?; WRN helicase inh = -20%; DRD3 agonist = -11
Entry for CCN(CC)C(=O)c1ccc2nc3ccccc3nc2c1 : D3 antag = -63*; PLK1 PBD block = -7%; IL2 activator = 0.3; GLP1R cytotox = 3%; GLP1R inv ag = 0%; PI5P4Ka inh = -6; GLP1R ag = 4%; WRN helicase inh = -10%; DRD3 agonist = -2

More records.
Fields – D3 antag | PLK1 PBD block | IL2 activator | GLP1R cytotox | GLP1R inv ag | PI5P4Ka inh | GLP1R ag | WRN helicase inh | DRD3 agonist
- CCCCNC(=O)C[C@@H]1C[C@@]2(C(=O)OC)CCCCC=C2N(Cc2ccccc2)C1=O
  8 | 1% | 2.3 | 1% | -4% | 6 | -2% | -6% | 4
- CCOc1nc(SCCOc2ccc(C)cc2)nc(N(C)C)n1
  12 | -18% | -0.8 | 1% | -8% | 7 | 29% | 5% | 2
- O=C(NC1CCSC1=O)c1cccc(C(=O)NC2CCSC2=O)c1 (stereo not given)
  -15 | -9% | -0.6 | 3% | 16% | -5 | -3% | -26%[57.1 µM] | 1
- Cc1c(C(=O)NCc2ccc(C(F)(F)F)cc2)sc(=O)n1Cc1cccc(F)c1
  -25 | -6% | 1.8 | -10% | ? | 20 | 6% | -2%[57.1 µM] | -1
- CC(C)(C)c1ccc(OCCN2CCCC2)cc1
  -94* | 2% | -1.4 | 5% | -10% | . | -9% | -4% | -20
- O=C(CCNS(=O)(=O)c1cccc2nonc12)NC1CCCCC1
  5 | -3% | 0.2 | -3% | 0% | -2 | 12% | 1% | 5
- COc1ccc(N2CCN(C(CNC(=O)C3CCCCC3)c3ccco3)CC2)cc1 (stereo not given)
  -19 | -12% | -4.2 | 8% | ? | -4 | -2% | -7% | -18
- Cc1c(CCC(=O)O)c(=O)oc2cc3occ(C(C)(C)C)c3cc12
  1 | -24% | 1.7 | 2% | 107%[activator] | 3 | 26% | 0% | -10
- Cc1cc(C)n(C(=O)c2ccc(C)c(S(=O)(=O)N3CCOCC3)c2)n1
  0 | -9% | 0.7 | 12% | -2% | 0 | -3% | -2% | -4
- COc1ccc(Cl)cc1NC(=O)Nc1ccc(Br)cn1
  5 | 1% | -2.9 | -22% | 27% | . | -3% | 3% | -3
- N#C[C@H]1C(O)C(O)c2ccccc2N1C(=O)c1ccccc1 (stereo not given in full)
  0 | 6% | -0.5 | -2% | -23% | 0 | -1% | 4% | -16
- CC(CCc1ccccc1)NC(=O)c1ccc(Cl)nc1 (stereo not given)
  -9 | 0% | -1.3 | 8% | -11% | 4 | 2% | 6% | -3
- CCOc1ccc(/C=N/NC(=O)C(=O)NCc2ccco2)cc1
  -10 | -7% | 0.7 | 28% | 2% | 3 | -4% | 3% | 4
- O=C(NCCN1C(=O)S/C(=C\c2ccc(Cl)c(Cl)c2)C1=O)c1ccc2c(c1)C(=O)N(Cc1ccncc1)C2=O
  20 | -9% | -0.9 | 3% | -2% | -17 | -6% | -18% | 4
- Cc1ccc(NC(=O)c2ccc3c(=O)n4c(nc3c2)CCCCC4)nc1
  -26 | -6% | -4.1 | 21% | -19% | -3 | 8% | 1% | -5
- COc1cccc(O)c1CN1CCC(C(=O)Nc2ccc(Oc3cccnc3)cc2)CC1
  1 | 1% | -3.0 | -7% | ? | 6 | 4% | -29% | 3
- CCOCC(=O)Nc1c(C(=O)OCC)oc2ccccc12
  16 | -5% | -3.1 | -17% | 59%[activator] | . | 4% | 7% | 0
- O=C(NC1CCN(C(=O)N2CCOCC2)CC1)c1ccccc1
  -9 | -2% | 1.1 | 7% | 7% | -3 | -14% | -6% | 0
- COC(=O)C1=C(C)N(CCc2ccc(OC)c(OC)c2)C(=O)/C1=C\N(C)C
  -7 | ? | -2.1 | -5% | 20% | 2 | -1% | -7% | 2
- O=C(COC(=O)c1cccnc1Cl)NC1CCCc2ccccc21 (stereo not given)
  0 | 2% | 0.1 | 3% | 5% | -4 | 17% | 1% | 2
- Cc1nn(C(=O)c2cccc(F)c2)c(C)c1S(=O)(=O)N1CCOCC1
  . | . | . | 0% | 21% | . | -3% | . | 7
- CCCNC(=O)C1(C)CCN(C(=O)c2c(Cl)cccc2Cl)C1 (stereo not given)
  21 | -15% | -0.4 | -4% | 3% | 0 | 1% | -1% | 5
- Cc1ccc(NC(=O)Cc2csc(-c3ccccc3)n2)cc1F
  2 | -4% | -1.7 | -3% | ? | 4 | 25% | -4% | 5
- CC(C)N(Cc1cnn(C)c1)C(=O)C1CCC(=O)N(CCc2cccc(F)c2)C1 (stereo not given)
  8 | -3% | -3.0 | 1% | 15% | 8 | 0% | -23% | 1
- Cc1ccc(-c2nc(NC(=O)CSc3nnnn3-c3ccccc3)ns2)cc1
  30 | -5% | -0.4 | -23% | -19% | -11 | 0% | 5% | 7

Screening data as filed in PubChem.
